Source: PubChem
PKA-R1A activ – activators of PKA-R1A holoenzyme, primary screen, biochemical, fluorescence polarization, Cy5-IP20, bovine R1A, mouse PKAc. cAMP-dependent protein kinase type I-alpha regulatory subunit (Bos taurus) + …. PKA-R1A dissociation; scaled: DMSO 0%, 113 µM cGMP 100%. activation, % at 11.4 µM. hit rate 0.083% among 340,000. AID 504707, 2011;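 active = percent activation above the mean of all tested compounds plus 3 SD, cut at about 19% in these data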;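 note: higher means more PKAc released from R1A so a rise in polarization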
HTR5A ag – HTR5A agonists in luminescence cell assay, primary screen, counter-screen for OPRM1-OPRD1 heterodimer agonist project, full-deck HTS. 5-hydroxytryptamine receptor 5A (Homo sapiens), P47898. cell-based. activation, % at 9.3 µM. hit rate 0.61% among 340,000. AID 504692, 2011; in the data active = activation mostly above about 9.5%, no sharp cut-off; inactive = mostly below about 7.6%;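 note: 0% = cells with vehicle only and 100% = reference agonist; strong numbers were not always called active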
Target sequence (P47898 whole entry, looked up): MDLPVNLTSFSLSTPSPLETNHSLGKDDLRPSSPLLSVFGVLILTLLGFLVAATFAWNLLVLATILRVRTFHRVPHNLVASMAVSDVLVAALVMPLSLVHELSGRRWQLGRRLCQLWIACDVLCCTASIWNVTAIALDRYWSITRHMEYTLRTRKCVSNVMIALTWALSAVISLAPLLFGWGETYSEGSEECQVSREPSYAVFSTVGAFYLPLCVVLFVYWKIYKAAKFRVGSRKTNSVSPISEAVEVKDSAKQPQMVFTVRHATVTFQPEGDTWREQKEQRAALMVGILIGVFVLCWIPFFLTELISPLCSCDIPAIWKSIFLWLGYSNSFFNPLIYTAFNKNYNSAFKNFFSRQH
MOR-DOR inv ag – inverse agonists of MOR-DOR heterodimerization, primary screen, cell-based, luminescence; cell-based MOR-DOR heterodimer luminescence, inverse agonism; inhibition, % at 9.3 µM; hit rate 0.21% among 340,000; in the data active = inhibition above about 22%, passing the limit was not always enough;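 note: 0% = cells with DMSO and 100% = wells without cells with DMSO; values of inactives mirror those of a sister screen read the other way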
V-ATPase pH – regulators of yeast V-ATPase proton pumping, primary screen, pHLuorin cytosolic pH fluorescence; S. cerevisiae; response, % at 10 µM; hit rate 0.37% among 350,000; AID 504577, 2011; in the data active = response mostly above about 7.3%, no sharp cut-off; inactive = mostly below about 5.4%; note: actives read high; inactives centre near 0; some compounds called inactive have numbers as strong as hits; reference of the scale not given here
HTR5A inv ctr – HTR5A inverse agonists in luminescence cell assay, primary screen, counter-screen for OPRM1-OPRD1 heterodimer inverse agonist project, full-deck HTS; inhibition, % at 9.3 µM; AID 504634, 2011; 5-hydroxytryptamine receptor 5A (Homo sapiens), P47898; HTR5A cell line, inverse agonism; hit rate 0.083% among 340,000; in the data active = inhibition mostly above about 23%, no sharp cut-off; inactive = mostly below about 18%;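 note: 0% = cells with DMSO and 100% = no-cell wells with DMSO; some compounds called inactive have numbers as strong as hits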
Pemphigus Ab inh – inhibitors of pemphigus antibody binding to DSG3, primary screen, biochemical, bead-based, flow cytometry, scFv-GFP; Desmoglein-3 (Homo sapiens), P32926; DSG3-coupled beads, scFv-anti-DSG3-GFP binding; active compounds read low; binding (percent of control), % at 10 µM; hit rate 0.48% among 310,000;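 active = binding more than 3 SD below its plate's average and above zero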;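 note: hits lower antibody fragment binding to DSG3; some compounds called inactive have numbers as strong as hits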
DAGLB inhibitor – DAGLB lipase inhibitors, primary screen, biochemical, fluorescence, HTS; Diacylglycerol lipase-beta (Homo sapiens), Q8NCG7; HEK293T DAGLB membrane lysate, EnzChek fluorogenic substrate; inhibition, % at 5.17 µM; hit rate 0.059% among 340,000; AID 504411, 2011; in the data active = inhibition above about 34%;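 note: 0% = enzyme with vehicle and 100% = wells lacking enzyme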
MOR-DOR ag – agonists of OPRM1-OPRD1 heterodimerization, primary screen, cell-based, luminescence; cells; activation, % at 9.3 µM; hit rate 0.3% among 340,000; AID 504326, 2011; in the data active = activation above about 18%;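 note: 0% = vehicle-treated cells and 100% = reference agonist; values of inactives mirror those of a sister screen read the other way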
PKA-R2B act – activators of PKA-R2B holoenzyme, primary screen, biochemical, fluorescence polarization, Cy5-IP20, human; cAMP-dependent protein kinase catalytic subunit beta (Homo sapiens) + cAMP-dependent …; PKA-R2B holoenzyme dissociation; R2B truncated from residue 108, S112A mutant; 0% DMSO only, 100% 113 µM cGMP; activation, % at 11.4 µM; hit rate 0.079% among 340,000; AID 504700, 2011;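 active = activation above a cutoff set at the mean over all compounds plus 3 SD, cut at about 18% in these data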;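 note: higher means more holoenzyme dissociation and a rise in polarization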
Target sequence (P31323 whole entry, looked up, other chains not shown, the tested form may be a part): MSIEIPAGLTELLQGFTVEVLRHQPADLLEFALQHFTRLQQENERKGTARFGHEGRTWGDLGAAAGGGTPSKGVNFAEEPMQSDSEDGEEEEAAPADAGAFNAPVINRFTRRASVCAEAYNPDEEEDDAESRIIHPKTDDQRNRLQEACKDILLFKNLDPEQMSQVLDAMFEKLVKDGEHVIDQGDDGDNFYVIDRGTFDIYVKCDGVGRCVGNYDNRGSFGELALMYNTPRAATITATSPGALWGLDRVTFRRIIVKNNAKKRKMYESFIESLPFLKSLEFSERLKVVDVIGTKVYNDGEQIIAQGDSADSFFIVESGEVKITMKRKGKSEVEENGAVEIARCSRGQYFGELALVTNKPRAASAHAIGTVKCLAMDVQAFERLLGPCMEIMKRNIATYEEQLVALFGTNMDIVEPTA
Arr AP2 block – inhibitors of beta-arrestin/AP2 binding, primary screen, biochemical, GPCR trafficking, flow cytometry; beta-arrestin 1 C-terminal peptide binding to AP2 beta2-adaptin appendage (human); FITC-arrestin peptide / GST-AP2 beads; AP2 beta2 appendage carries R879A mutation; inhibition, % at 10 µM; hit rate 0.31% among 340,000;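 active = inhibition above a set limit, near 3 SD of compounds lacking own fluorescence, cut at about 54% in these data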;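 note: plate controls were DMSO wells for no effect and 5 µM unlabelled arrestin peptide for full effect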
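Measured by: flow cytometry, FL1 (488/535 nm); Material: AP2 appendage R879A on GSH beads; Evaluation: percent response; Timing: pre-incubation 12 min, peptide binding 1 h, room temperature; Also added: 50 nM FITC-arrestin peptide; Medium: PBS with 0.05% Tween 20 and 0.1% BSA.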
An asterisk follows results filed as active; i = inactive; x = no result given.

Compound | PKA-R1A activ | HTR5A ag | MOR-DOR inv ag | V-ATPase pH | HTR5A inv ctr | Pemphigus Ab inh | DAGLB inhibitor | MOR-DOR ag | PKA-R2B act | Arr AP2 block
Cc1ncoc1C(=O)NCC1=C(c2ccc(S(C)(=O)=O)cc2)C[C@@H]2CC[C@H]1N2Cc1ccco1 | -14 | x | x | 0 | x | 111 | 1 | x | 4 | x
CC1CCN(C(=O)CCl)CC1 | -5 | 2 | 22 | -2 | -8 | 89 | 3 | -3.5 | 1 | 1
FC(F)(F)c1ccccc1NC1=NCCCS1 | -9 | -4 | 1 | 2 | 11 | 104 | -2 | -0.3 | 6 | 2
CC(=NCCCN1CCOCC1)c1c(O)[nH]c(=O)[nH]c1=O | -6 | -1 | 6 | 1 | 6 | 100 | -2 | -1.1 | -5 | -3
COC(=O)C1=C(c2ccc(OC(F)(F)F)cc2)C[C@@H]2CC[C@H]1N2C(=O)NC1CCCCC1 | 6 | -1 | -7 | 3 | -10 | 101 | -9 | 1.4 | -4 | 2
CC[C@H]1OC(=O)C[C@@H](O)[C@H](C)[C@@H](O[C@@H]2O[C@H](C)[C@@H](O[C@H]3C[C@@](C)(O)[C@@H](O)[C@H](C)O3)[C@H](N(C)C)[C@H]2O)[C@@H](CC=O)C[C@@H](C)C(=O)/C=C/C(C)=C/[C@@H]1CO[C@@H]1O[C@H](C)[C@@H](O)[C@@H](OC)[C@H]1OC | -4 | 1 | 12 | -3 | -14 | 100 | 4 | -2.2 | 0 | -10
COc1ccccc1CCNCc1ccc(OC)c(OC)c1OC | -24 | 4 | 14 | 1 | -2 | 98 | -1 | -2.8 | -8 | 29
N#CCCn1cc(C(=O)Nc2ccc([N+](=O)[O-])cc2)c(-c2ccccc2)n1 | -14 | -2 | 23 | 0 | 6 | 97 | -1 | -4.3 | -3 | -8
COc1cccc(C2(O)CCSCC2CN(C)C)c1 (configuration not stated) | 3 | -2 | 7 | 1 | 30 | 85 | -3 | -1.2 | 13 | -6
CCCC(=O)Nc1ccc(N2CCN(CC)CC2)c(Cl)c1 | 5 | 3 | 11 | 5 | -22 | 99 | 0 | -1.9 | -15 | -4
c1ccc(Cn2ccnc2)cc1 | 13 | 3 | 0 | -1 | -12 | 104 | 2 | 0.1 | 12 | -2
COc1cc(C(O)CN)ccc1O (configuration not stated) | 4 | 3 | 1 | 4 | -11 | x | 2 | -0.2 | 3 | -3
CC1CN(CCc2ccccc2)CC(C)O1 (configuration not stated) | -2 | -3 | 20 | -3 | 14 | 106 | 1 | -3.6 | -5 | 5
Nc1c2c(nc3sc4c(c13)CCCC4)CCCCC2 | -5 | -3 | -11 | -2 | -26 | 109 | 3 | 2.0 | -2 | 11
CCCN1CCC(NC2CCC(O)CC2)CC1 (configuration not stated) | 2 | 0 | 11 | -1 | 0 | 121 | 1 | -2.3 | 6 | 0
COC(=O)C1=C(c2cccc(C#N)c2)C[C@@H]2CC[C@H]1N2C(=O)NCCOc1ccccc1Cl | -8 | 3 | 10 | 0 | 9 | 105 | 1 | -2.2 | 4 | -6
O=c1[nH]c(=O)n(Cc2ccco2)c(O)c1C=NCc1ccc2c(c1)OCO2 | -10 | 1 | 7 | -1 | 31 | 100 | 1 | -1.2 | -14 | -8
CCOc1ccc(C(=O)OC2CC3CCC(C2)N3C)cc1 (configuration not stated) | 2 | -2 | 11 | 3 | 5 | 104 | 0 | -1.5 | -9 | -2
CC(=O)N1CCN(c2ccc([N+](=O)[O-])cc2C=C2C(=O)NC(=O)NC2=O)CC1 | -15 | 3 | 11 | -1 | -5 | 99 | -2 | -2.5 | -5 | -6
C=CCc1cc(OC)c2c(c1)OCO2 | 6 | -1 | 20 | 1 | 0 | 102 | 0 | -3.9 | -13 | -8
O=C(Nc1ccc2c(c1)OCO2)c1cn(Cc2ccc(F)cc2)nn1 | -4 | 1 | 3 | 2 | -9 | 98 | -3 | -0.5 | -10 | 2
O=C(O)c1nn(Cc2ccc(Cl)cc2Cl)c2ccccc12 | 5 | -2 | 8 | -5 | 7 | 96 | 2 | -1.4 | 1 | 2
CCOC(=O)c1c(-c2ccc(OC)cc2)oc2ccc(OC(=O)N(C)C)cc12 | -4 | 4 | -5 | 4 | -16 | 108 | -9 | 0.9 | -9 | -3
COc1cccc(CN2CCCCC2c2cccnc2)c1 (configuration not stated) | -3 | -2 | 11 | -3 | 9 | 99 | 0 | -2.0 | -9 | 10
O=P(Nc1ccccc1)(Oc1ccccc1)Oc1ccccc1 | 2 | -4 | -30 | -2 | 22 | 105 | 2 | 5.9 | 5 | -14
Cc1ccc(NC(=O)c2cn(CCC#N)nc2-c2ccc3c(c2)OCCO3)c([N+](=O)[O-])c1 | -19 | -2 | 8 | -5 | 4 | 98 | -2 | -1.6 | -5 | 1
CN1CCc2cccc(Cl)c2CC1 | -7 | 21 | 7 | -2 | -77 | 99 | 4 | -1.2 | -9 | 3
Cc1cccc(NC(=S)N2CC3CC(C2)c2cccc(=O)n2C3)c1C (configuration not stated) | -7 | 2 | 12 | 0 | -13 | 114 | 3 | -2.3 | -12 | -4
O=C(c1ccc(CNS(=O)(=O)c2ccc(Br)cc2)cc1)N1CCC2(CC1)OCCO2 | 1 | 2 | 6 | 6 | -10 | 109 | -1 | -1.1 | 5 | -1
C=C1C(C)C2C(Cc3ccccc3)NC(=O)C23OC(=O)/C=C/C(O)CCCC(C)C/C=C/C3C1O (configuration not stated) | 4 | 3 | 25 | -3 | -12 | 89 | 1 | -5.7 | -8 | -16
COC(=O)C1=C(c2ccc(OC)c(OC)c2)C[C@@H]2CC[C@H]1N2C(=O)N1CCOCC1 | 6 | 3 | 2 | -5 | 22 | x | 4 | -0.4 | 6 | 17
CCOP1(=S)Oc2cc3c(cc2C(C(=O)OC)(C(F)(F)F)O1)OCO3 (configuration not stated) | -3 | 2 | -8 | -4 | -4 | 95 | -1 | 1.4 | -19 | -7
O=C1/C(=C/c2ccncc2)N2CCC1CC2 | -8 | -5 | -1 | -3 | 15 | 101 | 1 | 0.1 | -4 | -7
COc1nc2ccccc2nc1N1CCN(C)CC1 | 5 | 20* | 7 | 3 | -79 | 92 | 1 | -1.2 | -1 | 5
CC1C(C)N1CC(O)Cn1ccnc1[N+](=O)[O-] (configuration not stated) | -6 | 0 | 25 | -2 | 0 | 92 | 1 | -4.5 | 2 | 0
c1ccc2c(CCNCc3ccc4c(c3)OCO4)c[nH]c2c1 | 4 | 5 | -1 | 1 | 2 | 97 | 3 | 0.1 | 2 | 6
COc1cccc(C(=O)C2CCCN(Cc3cccc4c3OCO4)C2)c1 (configuration not stated) | 0 | -2 | -36 | 0 | 4 | 101 | -4 | 7.1 | 11 | 6
Cc1ccc(OCC(=O)N2CCN(C)CC2)c(Br)c1 | -6 | -3 | 9 | -4 | 4 | 120 | 0 | -2.3 | -2 | -2
COc1ccc(NC(=O)c2cn(CCC#N)nc2-c2ccccc2)cc1 | 2 | 7 | 14 | 2 | -25 | 115 | -8 | -2.8 | 3 | 12
COC(=O)C1=C(c2cccc(OCc3ccccc3)c2)C[C@@H]2CC[C@H]1N2C(=O)NCCCc1ccccc1 | -6 | 4 | 9 | 1 | -12 | 103 | -7 | -1.5 | 3 | -6
CCC(C(=O)N1CCC2(CC1)OCCO2)n1c2ccccc2c2nc(=O)cc(C)n21 (configuration not stated) | -1 | 1 | 12 | -1 | 18 | 99 | -1 | -2.4 | -17 | -5
CCCNS(=O)(=O)c1ccc(OCC(=O)N2CCN(C)CC2)cc1 | -8 | 3 | 0 | -3 | -19 | 85 | -5 | 0.0 | -4 | 27
Cc1ccc(-n2c(O)c(C=NCCC3=CCCCC3)c(=O)[nH]c2=O)cc1 | 4 | 0 | 22 | -1 | 0 | 96 | 2 | -4.3 | 0 | -3
COc1ccccc1CNCCc1cccc(Cl)c1 | 5 | x | x | 3 | x | 104 | -4 | x | -7 | x
Cc1cc(C=C2C(=O)NC(=O)NC2=O)c(C)n1-c1ccncc1 | 5 | 2 | -1 | 0 | -5 | 104 | -2 | 0.2 | 8 | 8
O=C(COc1ccc(Br)cc1)N1CCN(Cc2ccc3c(c2)OCO3)CC1 | 0 | 3 | 7 | 2 | -17 | 101 | 0 | -1.2 | 2 | -8
CC1=NN(c2ccccc2)C(=O)/C1=C/c1c(O)[nH]c(=O)[nH]c1=O | -6 | -3 | 14 | 0 | 9 | 101 | 1 | -2.9 | -5 | 7
O=c1[nH]c(O)c(N=Nc2cc(C(F)(F)F)ccc2Cl)c(=O)[nH]1 | 6 | 0 | 1 | 1 | -1 | 99 | 3 | -0.2 | -8 | 0
O=C1c2ccccc2C(=O)N1Cc1nc2ccccc2c(=O)n1-c1cccnc1 | 11 | 0 | 12 | 2 | 16 | 108 | 2 | -2.1 | 4 | -4
O=C1NC2C(=CC(O)C(O)C2O)c2cc3c(cc21)OCO3 (configuration not stated) | -1 | 4 | 6 | -3 | -14 | 86 | 0 | -1.1 | -5 | -19
CCC1=C(C)C(N2CCOCC2)=NP(N2CCOCC2)(N2CCOCC2)=N1 | 3 | 1 | -5 | 0 | -23 | 99 | 2 | 0.9 | 0 | 1
COC(=O)C1C2c3ccccc3OC1(C)N=c1s/c(=C/c3cnn(C)c3)c(=O)n12 (configuration not stated) | -12 | 13 | 15 | 4 | -34 | 101 | 2 | -2.6 | 4 | 4
Cc1cc(/C=C2\C(=O)NC(=O)N(c3cccc(F)c3)C2=O)c(C)n1-c1cc(C(=O)O)cc(C(=O)O)c1 | -16 | 0 | 3 | -5 | 0 | 104 | 1 | -0.5 | -1 | -5
COC(=O)C1=CO[C@@H](C)[C@@H]2CN(CCc3c[nH]c4ccccc34)CC[C@H]12 | -4 | -8 | i | 0 | -13 | 98 | -2 | 92* | 4 | -5

A portion of the library. The share of hits here may be higher or lower than overall.
